HTR5A inv ag = HTR5A inverse agonism, opioid heterodimer counter-screen; P47898; HTR5A cell line, luminescence; inhibition, % at 9.3 µM; actives 0.083% (n = 340,000); in the data active = inhibition mostly above about 23%, no sharp cut-off; inactive = mostly below about 18%;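 note: 0% = cells with DMSO and 100% = no-cell wells with DMSO; some compounds called inactive have numbers as strong as hits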
MOR-DOR inv ag = inverse agonists of human mu-delta opioid receptor heterodimerization; P35372+P41143; cell-based MOR-DOR heterodimer luminescence, inverse agonism; inhibition, % at 9.3 µM; actives 0.21% (n = 340,000); AID 504357; in the data active = inhibition above about 22%, passing the limit was not always enough;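 note: 0% = cells with DMSO and 100% = wells without cells with DMSO; values of inactives mirror those of a sister screen read the other way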
OPRM1-OPRD1 ag = agonists of human mu-delta opioid receptor heterodimerization; cells, OPRM1-OPRD1 heterodimerization, luminescence; activation, % at 9.3 µM; P35372+P41143; actives 0.3% (n = 340,000); in the data active = activation above about 18%;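 note: 0% = vehicle-treated cells and 100% = reference agonist; values of inactives mirror those of a sister screen read the other way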
V-ATPase pHluor = regulators of yeast V-ATPase proton transport | S. cerevisiae, pHLuorin cytosolic pH fluorescence | response, % at 10 µM | actives 0.37% (n = 350,000) | AID 504577; in the data active = response mostly above about 7.3%, no sharp cut-off; inactive = mostly below about 5.4%; note: actives read high; inactives centre near 0; some compounds called inactive have numbers as strong as hits; reference of the scale not given here
DSG3 Ab inh = blocks pemphigus antibody binding to human desmoglein-3. P32926. DSG3-coupled beads, scFv-anti-DSG3-GFP binding, flow cytometry; hits give low values. binding (percent of control), % at 10 µM. actives 0.48% (n = 310,000). AID 588358;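 active = binding more than 3 SD below its plate's average and above zero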;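 note: hits lower antibody fragment binding to DSG3; some compounds called inactive have numbers as strong as hits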
DAGLB inh = blocks human DAGLB lipase activity; actives 0.059% (n = 340,000); inhibition, % at 5.17 µM; HEK293T DAGLB membrane lysate, EnzChek fluorogenic substrate; in the data active = inhibition above about 34%;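 note: 0% = enzyme with vehicle and 100% = wells lacking enzyme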
Target sequence (Q8NCG7 whole entry, looked up): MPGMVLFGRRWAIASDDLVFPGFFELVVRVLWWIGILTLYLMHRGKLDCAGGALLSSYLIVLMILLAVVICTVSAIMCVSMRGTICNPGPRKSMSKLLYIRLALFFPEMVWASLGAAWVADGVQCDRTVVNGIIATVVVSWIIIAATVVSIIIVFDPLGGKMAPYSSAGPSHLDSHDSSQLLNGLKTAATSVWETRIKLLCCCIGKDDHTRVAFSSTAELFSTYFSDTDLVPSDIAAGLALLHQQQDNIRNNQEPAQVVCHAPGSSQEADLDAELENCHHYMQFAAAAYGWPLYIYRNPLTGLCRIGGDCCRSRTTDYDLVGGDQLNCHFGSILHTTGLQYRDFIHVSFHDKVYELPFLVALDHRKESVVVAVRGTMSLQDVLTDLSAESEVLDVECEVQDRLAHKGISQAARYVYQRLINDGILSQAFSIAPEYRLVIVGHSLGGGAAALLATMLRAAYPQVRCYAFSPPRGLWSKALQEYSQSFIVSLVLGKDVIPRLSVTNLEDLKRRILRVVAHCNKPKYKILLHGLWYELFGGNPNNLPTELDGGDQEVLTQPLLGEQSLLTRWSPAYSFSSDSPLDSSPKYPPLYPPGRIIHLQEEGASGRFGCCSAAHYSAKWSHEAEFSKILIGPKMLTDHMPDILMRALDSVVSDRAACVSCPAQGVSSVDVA
PKA-R1A activ = PKA-R1A complex activation; P00514+P68181; PKA-R1A dissociation, Cy5-IP20 fluorescence polarization; scaled: DMSO 0%, 113 µM cGMP 100%; activation, % at 11.4 µM; actives 0.083% (n = 340,000);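 active = percent activation above the mean of all tested compounds plus 3 SD, cut at about 19% in these data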;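 note: higher means more PKAc released from R1A so a rise in polarization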
PKA-R2B activ = activates the human PKA-R2B holoenzyme complex; actives 0.079% (n = 340,000); activation, % at 11.4 µM; P22694+P31323; AID 504700; PKA-R2B holoenzyme dissociation, Cy5-IP20 fluorescence polarization; R2B truncated from residue 108, S112A mutant; 0% DMSO only, 100% 113 µM cGMP;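 active = activation above a cutoff set at the mean over all compounds plus 3 SD, cut at about 18% in these data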;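 note: higher means more holoenzyme dissociation and a rise in polarization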
HTR5A ag ctr = HTR5A agonism, opioid heterodimer counter-screen; HTR5A agonist assay, luminescence, cell-based; actives 0.61% (n = 340,000); P47898; activation, % at 9.3 µM; AID 504692; in the data active = activation mostly above about 9.5%, no sharp cut-off; inactive = mostly below about 7.6%;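 note: 0% = cells with vehicle only and 100% = reference agonist; strong numbers were not always called active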
Arrestin-AP2 inh = blocks beta-arrestin peptide binding to AP2 adaptin. FITC-arrestin peptide / GST-AP2 beads, flow cytometry; AP2 beta2 appendage carries R879A mutation. inhibition, % at 10 µM. actives 0.31% (n = 340,000);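 active = inhibition above a set limit, near 3 SD of compounds lacking own fluorescence, cut at about 54% in these data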;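 note: plate controls were DMSO wells for no effect and 5 µM unlabelled arrestin peptide for full effect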
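Measured by: flow cytometry, FL1 (488/535 nm); Material: AP2 appendage R879A on GSH beads; Evaluation: percent response; Timing: pre-incubation 12 min, peptide binding 1 h, room temperature; Also added: 50 nM FITC-arrestin peptide; Medium: PBS with 0.05% Tween 20 and 0.1% BSA.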
Numbers without * were called inactive; x = not tested or not shown; & = joins results of further samples.

The line under a structure holds: HTR5A inv ag, MOR-DOR inv ag, OPRM1-OPRD1 ag, V-ATPase pHluor, DSG3 Ab inh, DAGLB inh, PKA-R1A activ, PKA-R2B activ, HTR5A ag ctr, Arrestin-AP2 inh
O=C(CCN1C(=O)/C(=C/c2ccc(F)cc2)SC1=S)NCCc1ccc(O)cc1
→ -11, -13, 2.4, 2, 99, 1, -6, 9, -3, 8
CCOC(=O)C(NC(=O)c1ccc(F)cc1)(Nc1sc2c(c1C(N)=O)CCC2)C(F)(F)F (configuration not stated)
→ -6, 7, -1.1, -2, 93, 0, -2, -1, 2, -11
CSc1ccc(S(=O)(=O)Nc2ccc(N3CCOCC3)c(Cl)c2)cc1
→ -14, -20, 3.5, -2, 99, -4, -7, -2, 5, -29
COc1ccccc1N1CCN(S(=O)(=O)CCNC(=O)C(C)Oc2ccccc2)CC1 (configuration not stated)
→ x, x, x, 2, 107, 2, -7, 1, x, x
CCc1cc(=O)oc2c3c(cc(OCC(=O)NCc4ccncc4)c12)OC(C)(C)CC3
→ 8, 16, -3.1, -2, x, -3, 5, 1, 2, 4
Cc1c(C(=O)N2CCCCC2C)sc2nc3n(c(=O)c12)CCC3 (configuration not stated)
→ 12, 15, -2.8, -2, 98, -4, -9, 6, -1, 20
CCc1ccc(NC(=O)NC2CCCCCCC2)cc1
→ -28, -8, 1.4, -2, 119, -20, -5, 2, 8, 9
O=C(C1Cc2ccccc2CN1S(=O)(=O)c1cccs1)N1CCCCCC1 (configuration not stated)
→ 4, 2, -0.4, 5, 95, 0, -2, 1, -1, 8
CC(=O)N1CCN(S(=O)(=O)c2cccc(C(=O)OCN3C(=O)c4ccccc4C3=O)c2)CC1
→ 5, 8, -1.4, -1, 100, 0, -6, 11, -2, 12
Nc1c(C(=O)O)sc2nc(-c3ccccc3)cc(-c3ccccc3)c12
→ 0, 6, -1.1, 0, 99, 2, -7, 4, 1, 13
Cc1ccc(C(=O)Nc2ccc(NC(=O)c3ccccc3Cl)c(C)c2)cc1
→ x, x, x, 1, 109, -2, 12, 8, x, x
CC(Oc1ccc(Br)cc1)C(=O)N1CCc2ccccc21 (configuration not stated)
→ 5, -7, 1.2, -2, x, -6, -1, 7, 5, 6
CN1C(=O)c2ccc(NC(=S)NC(=O)C(C)(C)C)cc2C1=O
→ 6, 17, -3.0, 0, 102, 1, -18, -2, -2, 15
O=C(O/N=C(\c1ccccc1)c1ccccn1)c1ccc(Cl)c(Cl)c1
→ -10, -10, 1.7, -3, 96, -5, 0, -7, 4, 28
CCc1ccc([C@@H]2CC=C(C(=O)O)CN2S(=O)(=O)c2ccc(C)cc2)cc1
→ -7, 9, -1.5, 6, 98, 2, -1, 6, -1, 17
O=C(c1cc(S(=O)(=O)N2CCCCC2)ccc1F)N1CCCCC1
→ -1, 14, -2.6, -1, 99, 0, 2, 5, 0, 22
O=C(O)c1ccccc1S(=O)CCO (configuration not stated)
→ -16, 9, -1.7, 4, 101, -5, -6, -6, 0, 4
COc1ccc(/C=C/C(=O)c2cc(Br)ccc(=O)c2O)cc1
→ -37, -13, 2.4, 2, 108, 12, -10, 7, 8, 20
COc1ccc(C)c2sc(NC(=O)c3cccc(N4C(=O)CCC4=O)c3)nc12
→ 5, 5, -0.7, -49, 93, -3, 1, 4, -6, 29
O=C1C=C(c2ccc(Oc3ccccc3)cc2)C[C@@H](c2ccc(Cl)cc2)C1
→ -31, -4, 0.8, -2, 101, -18, -5, -2, 3, -1
CCC(C)NC(=O)Cn1nc(Cc2ccncc2)c2ccccc2c1=O (configuration not stated)
→ 16, 2, -0.3, 1, 103, 1, -4, -2, -4, 8
COc1ccc(CN2CSC(=S)N(Cc3ccccc3)C2)cc1
→ 7, 17, -3.2, 0, 99, -3, -10, 6, -2, 13
Cc1nn(C)c(C)c1S(=O)(=O)N1CCc2ccccc21
→ 5, 14, -3.1, 3, x, -2, -9, -12, -3, 16
CCOP(=O)(O)c1ccccc1OCCOCCOc1ccccc1P(=O)(O)OCC
→ -31, 7, -1.2, 3, 124, 2, -8, -7, -2, 0
CCc1ccc(-c2cn(-c3nc(C)cc(C)n3)c(=N)o2)cc1
→ -5, -13, 2.6, 2, 100, -4, -3, 1, 12, -2
O=C(/C=C/c1ccco1)Nc1ccc(C(=O)N2CCOCC2)cc1
→ -2, 9, -1.7, 1, 102, 0, 12, 0, 1, 42
CCCCn1c(N)c(N(CCOC)C(=O)C(C)Oc2ccc(Cl)cc2)c(=O)[nH]c1=O (configuration not stated)
→ -30, 6, -0.9, 1, 105, 4, 0, -9, 10, 21
COc1ccc(-c2noc(=O)n2Cc2ccccc2Cl)cc1
→ -7, -30, 6.3, 8, 103, -4, -4, -9, 2, 19
CN1CCN(c2ccccc2NC(=O)c2c(F)cccc2F)CC1
→ -12, 3, -0.7, -8, x, -1, -1, 5, 5, 18
O=C(CCC(=O)OCc1ccc(Br)cc1)Nc1ccccc1
→ -24, 2, -0.3, 3, 96, -2, -3, 1, 10, -3
CC(C)CCN1CCN(Cc2nc(-c3ccccc3)cs2)CC1CCO (configuration not stated)
→ 9, -5, 0.9, -5, 80, -2, -13, -1, -3, 11
Cc1cccc(N2CCN(CC(O)COc3ccc4ccccc4c3)CC2)c1 (configuration not stated)
→ -8, -35, 7.2, -2, 112, -4, -1, 3, 2, 36
C=CCOC(=O)C1=C(C)NC(SC)=C(C#N)C1c1ccc(OCC)cc1 (configuration not stated)
→ 3&4, -2&-6, 0.4&1.4, 2&0, 114, -2&-2, -10&5, 2&-12, -1&-2, 8&4
CN1CC(c2ccc(Cl)c(Cl)c2)[C@@]2(COc3ccccc3C2=O)[C@@]12C(=O)Nc1ccccc12 (some centres not stated)
→ -10, 10, -1.9, -1, 108, -1, 4, -13, 4, -12
CCOC(=O)C1=C(COC(=O)[C@@H]2CCCN2S(=O)(=O)c2ccc(C)cc2)NC(=O)NC1C (some centres not stated)
→ -4, 3, -0.5, 3, 99, -1, -3, -4, 7, -2
COc1ccccc1N1CCN(C(=O)CSc2nnc3n2C(C)(C)Cc2ccccc2-3)CC1
→ -42, -7, 1.3, -6, 101, 2, 12, 12, 5, x
COc1cccc(NC(=O)COC(=O)c2ccc(S(=O)(=O)NCc3ccco3)cc2)c1
→ 1, 2, -0.4, -1, 98, 0, -10, 4, 0, 18
CCOC(=O)C1(CCOc2ccccc2)CCN(Cc2cc(OC)cc(OC)c2)CC1
→ -25, -74, 16, -1, 97, -10, 1, 9, 7, 8
CCN1CCN(Cc2ccc(NC(=O)c3cc(NC(=O)C4=NN(c5ccccc5)C(=O)C4)cc(OC)c3)cc2C(F)(F)F)CC1
→ 6, 9, -1.6, 2&-2, 107&104, 6&1, -13&-4, -3&-14, 3, 4
CC(C)CNC(=O)COC(=O)c1ccccc1SCC(=O)NCC(C)C
→ -10, 2, -0.5, -2, 107, 0, 4, -6, 4, -4
COc1cc(C(=O)NNC(=O)NC2CCCCC2)cc(OC)c1OC
→ -9, 2, -0.3, -3, 101, 0, 0, 2, -3, 18
COc1ccc(CCNCC(=O)Nc2ccc(C)c(Br)c2)cc1OC
→ 14, -13, 2.8, 0, 94, -1, -5, 7, -4, 7
CC(=O)N(Cc1cccs1)Cc1cc2ccc(C)c(C)c2nc1Cl
→ 8, -26, 5.1, -3, 109, -2, 6, -2, -2, -13
COc1ccc(S(=O)(=O)N2CCC(C(=O)NCc3ccncc3)CC2)cc1OC
→ -18, 6, -1.1, -3, 100, -1, 2, -15, 3, 21
CC(C)(C)n1nnnc1C(c1cccs1)N(Cc1ccccc1)Cc1ccco1 (configuration not stated)
→ -9, -13, 2.3, 3, 104, -12, 2, -11, -10, 2
Cc1cccc(CSCCNC(=O)CN(c2cc(C)cc(C)c2)S(C)(=O)=O)c1
→ -14, 2, -0.4, -3, 88, 1, -13, -11, 5, 9
COc1ccc(S(=O)(=O)N/N=C/c2ccc(OCCN3CCOCC3)c(OC)c2)cc1
→ -12, 5, -0.8, 2, 97, -1, -2, 2, 4, 8
Cc1ccccc1N1CCN(c2ccccc2NC(=O)/C=C\C(=O)O)CC1
→ -17, 10, -2.0, 3, 111, 4, 6, 14, 4, 14
N#CCCN1CCN(C(=O)c2c(N)no[n+]2[O-])CC1
→ 6, -5, 1.1, -2, 101, -2, -7, 1, -2, -21
CCc1cccc(NS(=O)(=O)c2ccc(-n3cccn3)cc2)c1
→ -8, -22, 4.2, 4, x, -3, -2, 1, 2, -5
COc1ccc(OC)c(NC(=O)Cn2c(=O)oc3ccccc32)c1
→ -19, 18, -3.2, 1, 117, -1, 0, 7, 7, -1
O=C(Nc1ccccc1)N1CCN(c2ccccn2)CC1
→ 13, 4, -0.7, 2, 95, -1, -1, -7, -4, 7
O=C1C(c2ccc(F)cc2)N(Cc2ccc3c(c2)OCO3)C(=O)CN1C1CCCC1 (configuration not stated)
→ -2, 11, -2.1, -1, 107, 0, -5, -6, -3, 2
CCN1CCN(C(=S)Nc2cccc([N+](=O)[O-])c2)CC1
→ -7, 2, -0.3, -1, 101, 0, -4, -5, 3, 4
CCOC(=O)C1CCN(C2CC(=O)N(c3cccc(Cl)c3)C2=O)CC1 (configuration not stated)
→ -17, 8, -1.4, 2, 103, 2, 5, -1, 0, 1
COc1cc(C(C(=O)NC2CCCC2)N(C(=O)c2ccco2)c2ccccc2C(C)=O)cc(OC)c1OC (configuration not stated)
→ 8, 11, -2.0, -1, 107, 1, 0, 4, -3, -3

Screens as filed in PubChem BioAssay.
